Screens from PubChem BioAssay.
LAP4-GFP MLPCN: modulators of TOR pathway LAP4-GFP in S. cerevisiae; S. cerevisiae LAP4-GFP multiplex, flow cytometry GFP, 3 h; median GFP as percent of DMSO wells; GFP response vs DMSO, % at 10 µM; hit rate 0.34% among 320,000; AID 2023;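 active means GFP response vs DMSO above a set limit, about the screen mean plus 3 SD, cut at about 150% in these data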
ZTA DNA inh: blocks Epstein-Barr virus ZTA, an EBNA-1 counter-screen | P03206 | ZTA-DNA binding, fluorescence polarization | inhibition, % at 11 µM | hit rate 0.15% among 320,000; in the data active means inhibition above about 33%
MEP2 TOR yeast: yeast TOR pathway MEP2-GFP modulation; S. cerevisiae MEP2-GFP strain, flow cytometry GFP, 3 h; 100% = DMSO control level; hit rate 0.51% among 330,000; GFP response vs DMSO, % at 10 µM;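 active means GFP response versus DMSO above a set limit, roughly screen mean plus 3 SD, cut at about 180% in these data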;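 further: median GFP fluorescence of the barcode-gated MEP2-GFP cells per well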
procasp3 activ: activators of human procaspase-3; hit rate 0.11% among 330,000; activation, % at 8.5 µM; recombinant procaspase-3 D3A, Ac-DEVD-pNA absorbance 405 nm;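 active means activation above the mean of all tested compounds plus 3 SD, cut at about 21% in these data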;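 further: 0% = DMSO alone and 100% = DMSO wells spiked with extra 5 µM PC-3 D3A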
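Evaluation: percent activation relative to control range; Material: Procaspase-3 D3A mutant, all three cleavage aspartates alanine; Compound: single dose, 8.5 µM nominal compound, 0.8% DMSO; Replication: one well per compound; Signal: absorbance at 405 nm, 0 and 120 min; Schedule: 1 h preincubation plus 2 h reaction at 25 °C.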
AHR act: activates the human aryl hydrocarbon receptor. P35869. hit rate 2.5% among 320,000. AHR-responsive luciferase reporter cells, luminescence. AID 2796. activation, % at 5 µM; in the data active means activation above about 47%;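 further: 0% = vehicle wells and 100% = reference agonist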
RPL19A-GFP yeast: yeast TOR pathway RPL19A-GFP modulation; S. cerevisiae RPL19A-GFP strain, flow cytometry, 3 h; stronger effect = lower value; percent response vs DMSO, % at 10 µM; hit rate 0.3% among 330,000; AID 2025;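 active means percent response vs DMSO below 50%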;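 further: median channel GFP fluorescence of the barcoded RPL19A-GFP strain; ratio of sample median GFP to plate DMSO average so 100% = DMSO; lower means less RPL19A-GFP as with rapamycin TOR inhibition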
proCasp7 act: counter-screen for procaspase-3 activators: activators of human procaspase-7 | hit rate 0.093% among 330,000 | activation, % at 8.5 µM | AID 463210 | P55210 | recombinant procaspase-7, Ac-DEVD-pNA absorbance 405 nm; D23A/D198A/D206A triple mutant, cannot self-cleave; scale: DMSO 0, 5 µM enzyme 100;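 active means percent activation above the screen-wide mean plus 3 SD, cut at about 25% in these data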
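Assay system: Uncleavable procaspase-7 mutant enzyme; Input: 2 µM procaspase-7 mutant as dispensed; Also added: DEVD-pNA substrate; Medium: Zinc-free HEPES pH 7.4 with 300 mM NaCl, 0.01% Triton X-100; Timing: 1 h compound preincubation, 2 h substrate cleavage, 25 °C; Measured by: Epi-absorbance of released pNA at 405 nm, two timepoints.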
EBNA-1 inh: blocks EBNA-1 binding to DNA; EBNA-1 DNA binding, fluorescence polarization; inhibition, % at 14.8 µM; hit rate 0.34% among 300,000; AID 1950; in the data active means inhibition above about 28%
* = called active by the depositor; . = no result given; [ ] = dose if it differs, or a comment.

SMILES | LAP4-GFP MLPCN | ZTA DNA inh | MEP2 TOR yeast | procasp3 activ | AHR act | RPL19A-GFP yeast | proCasp7 act | EBNA-1 inh
Cc1cc(C)cc(C(=O)NCC(=O)OC(C)C(=O)N(C)c2ccccc2)c1 (stereo not given) | 113 | 0 | 99 | 0 | 7 | 90 | 3 | 0
O=C(Nc1ccccc1)N(Cc1cccs1)C1CCCC1 | 108 | 11 | 105 | -9 | 2 | 103 | -1 | 6
Cc1nnc2n(-c3ccccc3)c(=O)c3c4c(sc3n12)CC(C)CC4 (stereo not given) | 73 | 14 | 88 | 1 | -3 | 91 | 2 | -1
Cc1ccc2c(C)nc(/N=C(\N)NC(=O)N3c4ccccc4Sc4ccccc43)nc2c1 | 132 | 11 | 113 | -6 | 1 | 94 | -1 | 9
CNC(=S)NNC(=O)c1noc(C)c1C(=O)N1CCN(C(c2ccccc2)c2ccccc2)CC1 | 110 | 3 | 102 | 3 | 0 | 103 | 11 | -6
Cc1c(NC(=O)C(C)OC(=O)CCc2ccccc2)c(=O)n(-c2ccccc2)n1C (stereo not given) | 84 | 2 | 104 | 7 | -2 | 95 | -7 | 0
C1CN(CCN2CCOCC2)CCN1 | 85 | -8 | 101 | -1 | 2 | 102 | -2 | -6
CCC(CC)C(=O)NCCN1CCN(C(=O)C(CC)CC)CC1 | 90 | -15 | 98 | -9 | 6 | 100 | 7 | -6
CCCNC(=O)CN(CCc1ccccc1)S(C)(=O)=O | 110 | 20 | 104 | -6 | 0 | 100 | 14 | 12
COc1ccc(CNC(=O)c2noc(C)c2[N+](=O)[O-])cc1 | 93 | 7 | 105 | 3 | 2 | 106 | 1 | 11
Cc1ccc(S(=O)(=O)N2CCOCC2)cc1C(=O)Nc1cccc(C(=O)NC2CC2)c1 | 103 | -12 | 106 | 0 | 0 | 100 | -5 | .
O=C(/C=C/c1ccc(Br)cc1)NC(=S)NNC(=O)c1ccco1 | 146 | -12 | 110 | 5 | 0 | 100 | -12 | -6
COc1ccc(C(O)c2nccn2Cc2ccccc2)cc1 (stereo not given) | 99 | 5 | 88 | 1 | -1 | 100 | -5 | 10
C=CCn1c(SCC(=O)OCc2ccccc2)nc2c1c(=O)n(C)c(=O)n2C | 93 | -7 | 110 | 1 | -1 | 99 | -1 | 8
CCN(C(=O)COC(=O)C1CCN(S(=O)(=O)c2ccc(C)c(C)c2)CC1)C1CCS(=O)(=O)C1 (stereo not given) | 112 | -20 | 101 | 1 | 4 | 101 | 8 | 1
CCN1CCN(C(=O)CN(CC)S(=O)(=O)c2ccc(Cl)cc2)CC1 | 104 | 4 | 106 | -6 | -3 | 107 | 2 | 7
O=C(COc1ccc([N+](=O)[O-])cc1Cl)NCCN1C(=O)CSC1=O | 100 | . | 100 | 10 | 2 | 97 | 0 | .
Cc1cc(Nc2ccc(F)cc2F)n2nc(C)nc2n1 | 107 | 12 | 97 | -1 | 0 | 102 | 0 | -10
Cc1ccc(C)c(S(=O)(=O)N2CCCC2CNC(=O)C(=O)NCCc2ccco2)c1 (stereo not given) | 97 | -4 | 101 | 1 | 8 | 98 | 2 | -5
Cc1ccc(SCc2cn3cc(Cl)ccc3n2)cc1 | 123 | 23 | 94 | 8 | -4 | 104 | 13 | 7
O=C(NCCCN1CCOCC1)c1cc2ccccc2cc1O | 102 | -10 | 108 | 1 | 10 | 110 | 6 | -4
O=C(c1cc(-c2ccc(Cl)cc2)on1)N1CCc2ccccc2C1 | 90 | 13 | 100 | -7 | -1 | 95 | 0 | 12
CC(=O)c1cccc(NC(=O)N2C3CCCC2CC(NC(=O)C2CC2)C3)c1 (stereo not given) | 93 | -6 | 87 | -2 | 0 | 99 | 1 | 2
Cc1nnc(SCC(=O)Nc2sccc2C(N)=O)s1 | 85 | 3 | 91 | -1 | 2 | 96 | -14 | .
O=C(Nn1nnnc1Nc1ccccc1)C12CC3CC(CC(C3)C1)C2 | 98 | 1 | 104 | 5 | 0 | . | 3 | -8
O=C(COc1ccc(Br)cc1)Nc1ccccc1C(=O)N1CCOCC1 | 94 | 9 | 93 | 5 | 0 | 105 | 2 | 4
O=C(NCCNc1ccc([N+](=O)[O-])cc1)c1cccc(Br)c1 | 92 | 9 | 106 | -9 | -4 | 98 | -13 | -1
Cc1nc(N)sc1N=Nc1ccc(F)cc1 | 129 | 5 | 105 | -16 | 1 | 102 | -16 | -6
COc1ccccc1C(=O)NCCC(=O)NCCCSc1ccccc1 | 105 | -1 | 96 | -6 | -3 | 97 | 11 | -7
NC1=C([N+](=O)[O-])C(c2ccccc2)C2=C(CCCC2=O)O1 (stereo not given) | 95 | 3 | 105 | -3 | 2 | 101 | 0 | -14

Random excerpt: 2 records from the list, in no set order.
SMILES | LAP4-GFP MLPCN | ZTA DNA inh | MEP2 TOR yeast | procasp3 activ | AHR act | RPL19A-GFP yeast | proCasp7 act | EBNA-1 inh
Cc1nnc2n(-c3ccccc3)c(=O)c3c4c(sc3n12)CC(C)CC4 (stereo not given) | 73 | 14 | 88 | 1 | -3 | 91 | 2 | -1
Cc1cc(Nc2ccc(F)cc2F)n2nc(C)nc2n1 | 107 | 12 | 97 | -1 | 0 | 102 | 0 | -10

(further entries)
SMILES | LAP4-GFP MLPCN | ZTA DNA inh | MEP2 TOR yeast | procasp3 activ | AHR act | RPL19A-GFP yeast | proCasp7 act | EBNA-1 inh
Cc1ccc(C)c(N2CCN(C(=O)c3csc(C)c3C)CC2)c1 | 105 | -8 | 101 | -2 | 7 | 105 | -3 | 2
O=[N+]([O-])c1ccc(Nc2ccccc2F)nc1 | 110 | -11 | 90 | -12 | -2 | 87 | -3 | -6
CC(C)C(NC(=O)C1CCCCC1)C(=O)NC1CCCC(C)C1C (stereo not given) | 100 | 1 | 104 | -1 | 1 | 107 | 3 | 9
CN(C)C(=O)N1CCC(C(=O)NCc2ccccc2Cl)CC1 | 101 | -9 | 106 | -8 | 2 | 98 | 8 | 6
CS(=O)(=O)c1ccc(Cl)c(NC(=O)CCCSc2ccccc2)c1 | 112 | 1 | 101 | -4 | 1 | 99 | 1 | 1
COc1ccc(NS(=O)(=O)c2ccc(C)c(NC(=O)C3CCCO3)c2)cc1 (stereo not given) | 98 | -2 | 103 | 4 | -2 | 97 | 10 | .
O=C(CN1CCN(S(=O)(=O)c2ccc(Br)cc2)CC1)Nc1ccc2c(c1)OCO2 | 104 | -10 | 107 | -2 | 4 | 102 | 7 | -12
COc1ccc(CCNC(=O)c2[nH]c(C)c(C(C)=O)c2C)cc1OC | 88 | -10 | 110 | 1 | 74* | 93 | 4 | 9
O=C1C(C=NCc2ccco2)=C(O)c2ccccc21 | 110 | 5 | 109 | -1 | 25 | 99 | 3 | -1
CC(=O)Oc1ccc(/C=N/NS(=O)(=O)c2ccc(C)cc2)c(OC(C)=O)c1 | 97 | 10 | 101 | -6 | 0 | 101 | -11 | -6
CC(=O)c1ccc(Cc2cnc(N)s2)cc1 | 99 | -21 | 101 | 14 | 7 | 103 | -3 | -23
Cc1occc1C(=O)N1CCCC(N2CCN(c3ccccc3F)CC2)C1 (stereo not given) | 67 | -10 | 101 | -6 | 5 | 92 | 3 | -6
CCN(CC)C1=CC2=CC(=C(C#N)C#N)CCC2CC1 (stereo not given) | 197*[may fluoresce green] | -2 | 297*[may fluoresce green] | -15 | 3 | 140[may fluoresce green] | -22 | 5
O=C(NCc1ccccc1Cl)C1CCC(=O)N(C2CCCC2)C1 (stereo not given) | 97 | -3 | 97 | 12 | 0 | 100 | -13 | 5
COc1ccccc1CNC(=O)CNCCc1ccc(OC)c(OC)c1 | 84 | -1 | 101 | 0 | -1 | 103 | 6 | 3

By substructure: the entries above with a Cl atom
SMILES | LAP4-GFP MLPCN | ZTA DNA inh | MEP2 TOR yeast | procasp3 activ | AHR act | RPL19A-GFP yeast | proCasp7 act | EBNA-1 inh
CCN1CCN(C(=O)CN(CC)S(=O)(=O)c2ccc(Cl)cc2)CC1 | 104 | 4 | 106 | -6 | -3 | 107 | 2 | 7
O=C(COc1ccc([N+](=O)[O-])cc1Cl)NCCN1C(=O)CSC1=O | 100 | . | 100 | 10 | 2 | 97 | 0 | .
Cc1ccc(SCc2cn3cc(Cl)ccc3n2)cc1 | 123 | 23 | 94 | 8 | -4 | 104 | 13 | 7
O=C(c1cc(-c2ccc(Cl)cc2)on1)N1CCc2ccccc2C1 | 90 | 13 | 100 | -7 | -1 | 95 | 0 | 12
CN(C)C(=O)N1CCC(C(=O)NCc2ccccc2Cl)CC1 | 101 | -9 | 106 | -8 | 2 | 98 | 8 | 6
CS(=O)(=O)c1ccc(Cl)c(NC(=O)CCCSc2ccccc2)c1 | 112 | 1 | 101 | -4 | 1 | 99 | 1 | 1
O=C(NCc1ccccc1Cl)C1CCC(=O)N(C2CCCC2)C1 (stereo not given) | 97 | -3 | 97 | 12 | 0 | 100 | -13 | 5

Given with two lines to a compound: entries from further up.
Below each compound: LAP4-GFP MLPCN, ZTA DNA inh, MEP2 TOR yeast, procasp3 activ, AHR act, RPL19A-GFP yeast, proCasp7 act, EBNA-1 inh
> Cc1ccc(C)c(N2CCN(C(=O)c3csc(C)c3C)CC2)c1
 : 105, -8, 101, -2, 7, 105, -3, 2
> O=[N+]([O-])c1ccc(Nc2ccccc2F)nc1
 : 110, -11, 90, -12, -2, 87, -3, -6

Copied from the list.
O=C(NCc1ccccc1Cl)C1CCC(=O)N(C2CCCC2)C1 (stereo not given) in proCasp7 act reads -13
O=C(CN1CCN(S(=O)(=O)c2ccc(Br)cc2)CC1)Nc1ccc2c(c1)OCO2 in EBNA-1 inh reads -12

Going on with the list.
SMILES | LAP4-GFP MLPCN | ZTA DNA inh | MEP2 TOR yeast | procasp3 activ | AHR act | RPL19A-GFP yeast | proCasp7 act | EBNA-1 inh
COc1ccccc1-c1cc(C(F)(F)F)nc(NCc2ccco2)n1 | 97 | 26 | 104 | -1 | 6 | 94 | -4 | 40*
CCOC(=O)c1cc2n(n1)C(C(F)(F)C(F)(F)F)CC(C)N2 (stereo not given) | 96 | -23 | 94 | -8 | 14 | 99 | -2 | -13
CC1=NN(c2ccccc2)C(=O)/C1=C\N1CC(C)OC(C)C1 (stereo not given) | 80 | -6 | 101 | 5 | 1 | 102 | 7 | 1
CCC(C)N1C(=O)CCC1C(=O)O (stereo not given) | 98 | 0 | 104 | 4 | -1 | 96 | -2 | 1
Cc1csc(=Nc2cccnc2)n1CC1CCCCC1 | 96 | 10 | 65 | -8 | 26 | 103 | 1 | 21
COc1ccccc1NS(=O)(=O)c1ccc(/C=C/C(=O)N2CCN(C(C)=O)CC2)cc1 | 102 | 7 | 102 | 8 | 1 | 102 | 2 | .
Cc1ccc(S(=O)(=O)NNc2ccccc2)c(C)c1 | 81 | -11 | 90 | -21 | 6 | 100 | -18 | 4
C[C@H](NC(=O)c1nc[nH]c1C(=O)NCC(=O)OC(C)(C)C)C(=O)OC(C)(C)C | 97 | -17 | 99 | -1 | 6 | 102 | 3 | -21
Cc1ccc(C)c(OCc2nnc(SCC(=O)NC(=O)NCc3ccco3)o2)c1 | 114 | 23 | 103 | 9 | 2 | 108 | 9 | -3
COc1ccccc1N1CCN(C(=O)c2cc3c(s2)-c2ccccc2OC3)CC1 | 118 | 3 | 90 | 4 | 6 | 97 | 6 | -12
CCCC(=O)Nc1ccc(Cl)c(NC(=S)NC(=O)C(C)C)c1 | 99 | -1 | 103 | 4 | 10 | 102 | -2 | 5

This is a random part of the collection, and some 3.8% of all compounds hit somewhere here.
